MEKK2wt PB1 HTS – raises or lowers MEK5 binding to wildtype human MEKK2 PB1 domain | binding response (% of control), % at 10 µM | 290,000 tested, 1.1% active | Q9Y2U5 | bead flow cytometry, Alexa488-MEK5 binding to MEKK2 WT; actives lie on both sides; in the data active = binding response below about 67% or above about 130%
OXTR agonist – activates the human oxytocin receptor; P30559; CHO-OTR cells, Fluo-8 calcium fluorescence; normalized: DMSO 0%, oxytocin 100%; activation, % at 3 µM; 320,000 tested, 0.32% active;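 active = activation above the mean of all tested compounds plus 3 SD, cutoff set per screening run, cut at about 20% in these data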;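 also: peak over basal fluorescence ratio from a 100 s FLIPR kinetic read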
Target sequence (P30559 whole entry, looked up): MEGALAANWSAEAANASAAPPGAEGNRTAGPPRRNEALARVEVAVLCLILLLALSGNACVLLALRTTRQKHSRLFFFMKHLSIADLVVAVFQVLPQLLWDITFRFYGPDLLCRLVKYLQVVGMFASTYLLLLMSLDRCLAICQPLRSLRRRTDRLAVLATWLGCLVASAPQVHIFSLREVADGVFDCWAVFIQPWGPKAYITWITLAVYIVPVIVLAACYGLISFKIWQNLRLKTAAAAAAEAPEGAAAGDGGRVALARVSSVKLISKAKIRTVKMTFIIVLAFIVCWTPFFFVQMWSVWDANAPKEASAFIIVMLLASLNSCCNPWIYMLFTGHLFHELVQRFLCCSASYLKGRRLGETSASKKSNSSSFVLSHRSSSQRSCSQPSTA
MEKK2mut PB1 HTS – signal of MEK5 binding to mutant human MEKK2 PB1 domain; bead flow cytometry, Alexa488-MEK5 binding to MEKK2 mutant; percent response, % at 10 µM; 290,000 tested, 0.35% active; in the data active = percent response above about 24%, passing the limit was not always enough; also: inactives centre near 1; some results filed as inactive read as strong as hits; reference of the scale not given here
PHOSPHO1 inh – PHOSPHO1 (human) inhibition; Q8TCT1; recombinant PHOSPHO1, absorbance phosphatase assay; inhibition, % at 13.3 µM; 290,000 tested, 1.1% active; in the data active = inhibition above about 60%
GPR7 antagonist – blocks human GPR7 receptor signaling; P48145; GPR7-expressing cells, fluorescence antagonist assay; inhibition, % at 4.4 µM; 290,000 tested, 1.1% active; AID 1861; in the data active = inhibition above about 16%, passing the limit was not always enough;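 also: cells stimulated with the agonist NPW; 0% = agonist with vehicle and 100% = vehicle without agonist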
M18AAP inhibitor – blocks P. falciparum M18 aspartyl aminopeptidase. 290,000 tested, 1.2% active. inhibition, % at 7.35 µM. recombinant PfM18AAP, H-Glu-NHMec fluorogenic cleavage;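 active = inhibition above the campaign mean inhibition over all tested compounds plus 3 SD, cut at about 28% in these data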;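 also: 0% = plate median of test compound wells and 100% = 2 mM ZnCl2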
MEKK3 PB1 HTS – raises or lowers MEK5 binding to the human MEKK3 PB1 domain; Q99759; bead-based flow cytometry, Alexa488-MEK5 binding to MEKK3; actives lie on both sides; 0 = blocked by unlabeled MEK5, 100 = vehicle; binding response (% of control), % at 10 µM; 290,000 tested, 1.4% active;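 active = binding response more than 3 SD above or below the average of its plate-row segment, actives on both sides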;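 also: Alexa488 bead fluorescence after subtracting the streptavidin-only scavenger bead signal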
Target sequence (Q99759 whole entry, looked up, the tested form may be a part): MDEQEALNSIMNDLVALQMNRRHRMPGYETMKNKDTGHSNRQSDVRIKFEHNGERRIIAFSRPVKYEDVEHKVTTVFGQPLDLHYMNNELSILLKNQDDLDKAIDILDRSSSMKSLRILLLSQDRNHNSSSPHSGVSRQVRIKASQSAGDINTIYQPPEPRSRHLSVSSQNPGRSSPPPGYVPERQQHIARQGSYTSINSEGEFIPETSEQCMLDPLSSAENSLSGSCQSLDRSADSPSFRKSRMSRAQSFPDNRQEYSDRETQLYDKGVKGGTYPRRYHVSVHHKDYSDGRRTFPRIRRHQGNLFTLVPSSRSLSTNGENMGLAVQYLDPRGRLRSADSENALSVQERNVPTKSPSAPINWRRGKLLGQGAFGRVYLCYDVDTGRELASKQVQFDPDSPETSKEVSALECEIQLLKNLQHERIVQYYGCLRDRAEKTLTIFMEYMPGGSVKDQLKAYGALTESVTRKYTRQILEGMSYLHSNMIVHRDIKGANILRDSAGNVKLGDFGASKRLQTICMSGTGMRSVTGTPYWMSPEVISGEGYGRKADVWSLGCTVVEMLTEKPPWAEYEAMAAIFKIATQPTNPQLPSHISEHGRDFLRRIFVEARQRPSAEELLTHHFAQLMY
FID counter – fluorescent intercalator displacement, NS3 helicase counter-screen. DNA fluorescent intercalator displacement, fluorescence. 290,000 tested, 0.17% active. inhibition, % at 7.9 µM; in the data active = inhibition above about 37%;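 also: 0% = vehicle and 100% = reference compound; higher means more ethidium bromide displaced from hairpin DNA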
NALP1 inh – NALP1 inhibition; S. cerevisiae NALP1/ASC/caspase-1 growth, X-gal OD620, 72 h; inhibition, % at 10 µM; 280,000 tested, 0.61% active; in the data active = inhibition mostly above about 24%, no sharp cut-off; inactive = mostly below about 32%; also: some compounds called inactive have numbers as strong as hits
Active calls of the source: *; · = no result given.

Values run as follows: M18AAP inhibitor	MEKK2wt PB1 HTS	MEKK3 PB1 HTS	OXTR agonist	MEKK2mut PB1 HTS	FID counter	NALP1 inh	GPR7 antagonist	PHOSPHO1 inh
> CCN(CC)S(=O)(=O)N1CCC(C(=O)NC(C)CCc2ccccc2)CC1 (stereo unspecified)
    -6	99	96	-0.4	1	-27	13	14	6
> COc1nc(C)nc2c1ccc1ccccc12
    4	104	136*	-1.0	2	-3	11	-1	-4
> C/C(=N/NC(=O)CN1CCN(S(=O)(=O)c2ccc(Br)cc2)CC1)c1ccncc1
    -3	100	94	-0.4	-8	-25	3	-16	-17
> O=C(CC1S/C(=N/N=C/C=C/c2ccccc2)NC1=O)Nc1ccc(C(=O)O)cc1 (stereo unspecified)
    3	90	99	-0.1	-11	-13	2	-10	-20
> CC(=O)c1cccc(N(C(=O)CNC(=O)c2ccco2)C(C(=O)NC2CCCC2)c2ccco2)c1 (stereo unspecified)
    4	101	100	-0.3	3	-28	3	-12	-4
> NS(=O)(=O)c1ccc(-c2ccc(/C=N/NC(=O)c3ccccc3O)o2)cc1
    5	99	100	0.2	-1	-8	·	9	13
> CC1CN=C(NC2CCCCC2C)S1 (stereo unspecified)
    9	103	101	0.6	9	-4	-3	-2	18
> CNC(=O)CN1C(=O)NC(c2ccccc2)(c2ccccc2)C1=O
    -12	103	103	0.6	1	-8	11	-8	4
> C=C(C)CSc1nc2c(c(=O)[nH]c(=O)n2C)n1Cc1ccccc1
    ·	97	99	-1.4	7	·	10	·	-155
> O=C(C1CCCN1S(=O)(=O)c1cccc2cccnc12)N1CCc2ccccc21 (stereo unspecified)
    -5	114	111	-0.5	7	-25	7	-2	12
> Cc1ccccc1NC(=O)CSc1nc2ncc(Cl)cc2[nH]1
    -8	99	99	4.0	-6	2	17	-6	20
> COc1ccc(C(=O)NC(=S)NNC(=O)COc2ccccc2)cc1
    23	100	97	-1.8	-3	0	15	-5	25
> O=C(Oc1ccc(/C=N/NC(=O)c2ccccc2O)cc1)c1ccccc1
    -12	98	103	1.5	3	-10	48	-5	0
> COCCN(C(=O)c1snc(C(N)=O)c1N)C(C(=O)NC1CCCCC1)c1ccc(OC)c(OC)c1 (stereo unspecified)
    2	100	102	0.2	5	-30	7	-12	34
> CC(C)(C)NC(=O)CSc1nc2ccc(Nc3nc(N4CCOCC4)nc(N4CCOCC4)n3)cc2s1
    -2	107	109	-2.0	3	-35	3	-10	16
> COc1ccc(-c2noc(CN3CCC(Cc4ccccc4)CC3)n2)cc1
    0	98	106	0.1	3	-2	3	-7	8
> O=S(=O)(NCCSc1ccccc1)c1ccc2c(c1)OCCO2
    7	107	107	0.8	5	-10	34	12	-6
> O=C(Nc1ccccc1)/C(=C/c1ccccc1)c1ccccc1
    -3	97	90	1.1	-3	-13	1	-4	-5
> COc1ccccc1C(=O)C(O)c1ccccc1OC (stereo unspecified)
    -12	88	85	-0.2	-8	-1	-5	-12	4
> COc1ccc(C(=O)NCCc2cc3ccc(C)c(C)c3[nH]c2=O)cc1OC
    7	99	95	-0.1	-3	-12	10	11	-4

Three of the entries above in order of their number in GPR7 antagonist, rising:
canonical_smiles | M18AAP inhibitor | MEKK2wt PB1 HTS | MEKK3 PB1 HTS | MEKK2mut PB1 HTS | NALP1 inh | GPR7 antagonist | PHOSPHO1 inh
O=C(CC1S/C(=N/N=C/C=C/c2ccccc2)NC1=O)Nc1ccc(C(=O)O)cc1 (stereo unspecified) | 3 | 90 | 99 | -11 | 2 | -10 | -20
O=C(C1CCCN1S(=O)(=O)c1cccc2cccnc12)N1CCc2ccccc21 (stereo unspecified) | -5 | 114 | 111 | 7 | 7 | -2 | 12
COc1ccc(C(=O)NCCc2cc3ccc(C)c(C)c3[nH]c2=O)cc1OC | 7 | 99 | 95 | -3 | 10 | 11 | -4

Additional results
Values run as follows: M18AAP inhibitor	MEKK2wt PB1 HTS	MEKK3 PB1 HTS	OXTR agonist	MEKK2mut PB1 HTS	FID counter	NALP1 inh	GPR7 antagonist	PHOSPHO1 inh
> C/C(=C\C(=O)c1ccc(Cl)cc1Cl)N(C)C
    2	95	101	-0.5	-1	-3	-5	5	-1
> O=C(O)CCc1ccc(-c2cccs2)n1NC(=O)c1ccco1
    0	115	112	-0.6	16	-9	-2	0	-21
> COc1ccc(CNS(=O)(=O)c2ccc3c(c2)N(C(C)=O)CCO3)cc1
    1	104	104	2.3	4	-9	16	-12	15
> Cc1ccc(S(=O)(=O)NNC(=O)c2cccc(O)c2)cc1
    30*	87	98	-0.2	-12	6	-7	8	12
> NC(=O)c1ccc(NC(=O)c2cncn2-c2ccccc2)cc1
    4	108	104	0.3	9	-8	-14	-5	19
> C=CCOc1ccc(CNc2nccs2)cc1OC
    -7	103	95	-0.2	9	-2	13	-16	12
> CN(C)S(=O)(=O)c1ccc(NC(=O)N2CCN(c3ccccc3)CC2)cc1
    5	·	·	2.0	·	1	-16	-1	17
> CCCCc1cc(=O)oc2cc(OCC(=O)NCc3ccccn3)ccc12
    2	101	104	4.8	3	-38	16	13	22
> CC(C)(C)C(=O)C[n+]1ccc(C(N)=O)cc1
    -7	101	104	0.3	-1	-1	24	-7	-1
> Cc1[nH]c2c(Br)cccc2c1[C@H]1[C@@H](CC#N)C1(C)C
    0	108	113	-1.9	4	-8	36	-4	40
> CCOc1ccc(/C=C(/NC(=O)c2ccc(Cl)cc2)C(=O)O)cc1OCC
    -7	98	101	0.0	4	-25	6	-22	24
> c1ccc(-c2csc3ncnc(-n4cnc5ccccc54)c23)cc1
    2	104	100	-2.4	6	-23	7	3	31
> Cn1cnnc1SCC(=O)NC1CCCCC1
    -11	104	98	1.4	0	-3	-4	-8	4
> NC(=O)Nc1ccc(Cl)cc1
    -2	98	101	1.2	-3	1	·	-11	38
> COc1ccccc1OCC(=O)Nc1ccccc1C(=O)NCc1ccco1
    -1	100	103	-0.5	6	-18	10	16	0
> CC1CCCC(NC(=O)CCCn2c(=O)[nH]c3cc(Cl)ccc3c2=O)C1C (stereo unspecified)
    6	99	97	-1.1	0	-5	12	7	8
> CCOC(=O)N1CCN(C(=O)c2ccc(N3CCCC3=O)cc2)CC1
    -6	107	104	-0.7	6	-22	6	-3	-1
> CC1(C)[C@@H](O)CC[C@]2(C)[C@H]3C(=O)C=C4[C@@H]5C[C@@](C)(C(=O)O)CC[C@]5(C)CC[C@@]4(C)[C@]3(C)CC[C@@H]12
    -4	102	88	0.1	1	-3	36	-1	6
> COc1ccc(Br)cc1C(=O)NC(=S)Nc1ccc(CN2CCOCC2)cc1
    0	106	103	4.4	1	17	16	-17	17
> O=C(NCc1ccc(F)cc1)N1CCN(S(=O)(=O)c2ccccc2F)CC1
    0	94	100	3.2	1	-16	6	6	15
> CC(=O)Nc1ccc(S(=O)(=O)NC2Cc3ccccc3C2)cc1
    -1	107	104	6.9	8	-14	10	18	33
> CN(Cc1nccs1)C(=O)C1CCC(=O)N(CCCc2ccccc2)C1 (stereo unspecified)
    -6	103	102	·	6	-20	-1	12	31
> N#Cc1cc([N+](=O)[O-])cnc1Nc1ccccc1
    0	105	116	-0.9	0	1	24	-11	4
> O=C(O)c1cccc(Oc2cccc(Cl)n2)c1
    4	106	105	-0.7	4	2	6	-13	27
> O=C(COc1ccccc1)NCC(=O)N1CCCC1
    3	100	99	0.2	9	-3	5	-9	35
> Cc1ccc(NC(=O)c2ncc(Cl)c(Cl)c2Cl)cc1C
    13	97	96	-0.9	-3	-13	2	13	44
> CC(NC(=O)COc1ccc([N+](=O)[O-])cc1)c1ccccc1 (stereo unspecified)
    2	98	99	-0.7	-3	-1	3	-4	30
> O=c1[nH]c(CSc2ncccn2)nc2c1cnn2-c1ccccc1
    5	98	102	1.3	-1	-7	-2	-9	4
> O=C(/C=C/NCC(=O)c1ccccc1)c1ccc(Br)cc1
    0	108	104	-0.9	15	0	19	-7	1
> Cc1ccc(S(=O)(=O)NNC(=S)NC(=O)c2ccc([N+](=O)[O-])cc2)cc1
    48*	96	100	-1.8	-2	6	-41	-1	-15
> O=S(=O)(NC1=NCCC1)c1cccs1
    7	100	102	0.6	0	1	25	-2	-17
> CC(Cl)C(=O)c1ccc2c(c1)CCN2C(=O)C1CC1 (stereo unspecified)
    1	91	106	-1.2	-10	-7	-10	-6	-18
> CC(=O)N1C(=O)c2cccc3cccc(c23)C(=O)N1C(C)=O
    3	99	106	0.2	9	-1	6	11	4
> COc1ccccc1NC(=O)c1cc(S(=O)(=O)N2CCCCCC2)ccc1F
    -7	100	100	-2.8	0	-30	20	-10	17
> Cc1noc(C)c1COC(=O)[C@@H](NC(=O)c1ccccc1Cl)C(C)C
    -3	105	106	0.3	-4	-10	3	-2	16
> Cc1ccc(N2CCN(/N=C/c3cccnc3)CC2)cc1
    -5	100	97	·	-1	-26	19	9	26
> O=C(Nc1cccc(Cl)c1)c1cc(S(=O)(=O)NCCc2ccc(Cl)cc2)ccc1F
    8	110	102	0.6	1	1	26	21*	-1
> CN1C2CCC1CC(NS(=O)(=O)c1cccc(C(F)(F)F)c1)C2 (stereo unspecified)
    -1	99	101	0.2	1	-1	2	-10	33
> CO/N=C(\Cn1ncc(N2CCOCC2)c(Br)c1=O)c1ccc(Cl)cc1
    -2	97	100	-1.0	2	-11	-1	-13	37
> Cc1ccccc1CNc1ccc(C(CC(N)=O)NC(=O)c2ccccc2)cc1[N+](=O)[O-] (stereo unspecified)
    ·	98	96	1.2	1	·	·	·	30

Structural class: the compounds so far containing a thiophene ring, fused or not.
Values run as follows: M18AAP inhibitor	MEKK2wt PB1 HTS	MEKK3 PB1 HTS	OXTR agonist	MEKK2mut PB1 HTS	FID counter	NALP1 inh	GPR7 antagonist	PHOSPHO1 inh
> O=C(O)CCc1ccc(-c2cccs2)n1NC(=O)c1ccco1
    0	115	112	-0.6	16	-9	-2	0	-21
> c1ccc(-c2csc3ncnc(-n4cnc5ccccc54)c23)cc1
    2	104	100	-2.4	6	-23	7	3	31
> O=S(=O)(NC1=NCCC1)c1cccs1
    7	100	102	0.6	0	1	25	-2	-17

New compounds follow.
Values run as follows: M18AAP inhibitor	MEKK2wt PB1 HTS	MEKK3 PB1 HTS	OXTR agonist	MEKK2mut PB1 HTS	FID counter	NALP1 inh	GPR7 antagonist	PHOSPHO1 inh
> O/N=C/c1cn(-c2ccccc2)nc1-c1cccnc1
    -3	99	101	0.5	1	-5	15	-1	29
> O=C1CCCC/C1=C/NCc1ccc(F)cc1
    3	95	93	-0.8	-2	2	6	-4	17
> CCOc1ccc(NC(=S)c2ccc3ccccc3n2)cc1
    41*	95	97	-1.4	-7	6	-1	-16	11
> Cc1onc(-c2ccccc2)c1C(=O)N1CCN(c2ccccc2F)CC1
    -4	97	103	0.5	1	-32	16	11	14
> Cc1cc(C)nc(NC2=NC3CCCCC3N2)n1 (stereo unspecified)
    1	97	97	0.5	2	-4	11	-7	-25
> CCOC(=O)c1cc(NC(=O)c2ccccc2)c(=O)n2c1oc1ccccc12
    6	100	100	0.6	3	1	3	-19	-19
> CCCC(=O)Nc1ccc(Cl)c(NC(=S)NC(=O)C(C)C)c1
    2	100	106	0.8	-8	-13	6	2	38
> CCOn1c(=O)c(-c2ccc(F)cc2)[n+]([O-])c2ccccc21
    -4	100	96	·	1	-7	19	-6	14
> CC(NS(=O)(=O)c1ccccc1)C(N)=O (stereo unspecified)
    4	100	100	1.8	2	-1	8	-24	-16
> Cc1ccc(C)c(S(=O)(=O)NC(CC(C)C)C(=O)O)c1 (stereo unspecified)
    2	·	·	0.8	·	-2	13	-5	46
> Cc1cc(C)c(S(=O)(=O)Nc2cnc3ccccc3c2)c(C)c1
    4	103	104	0.5	2	-27	4	-9	28
> Cc1cc(Cl)c(S(=O)(=O)Nc2ccc(S(=O)(=O)N3CCOCC3)cc2)cc1OCC(N)=O
    -1	106	111	0.1	6	-15	7	-6	20
> O=C(O)CCN1CCN(S(=O)(=O)c2ccc3ccccc3c2)CC1
    -1	96	97	1.3	4	4	6	-16	·
> CN(CC(=O)NC(=O)NCc1ccccc1)Cc1cccc(Cl)c1Cl
    0	100	107	-3.5	-1	-26	53	-2	-35
> O=C(Nc1nc2ccccc2s1)C1=NN(c2ccccc2)C(=O)CC1
    6	100	100	-0.5	-1	-26	9	-9	-30
